Assay outcomes from PubChem.
M1 ag parental: M1 agonist counterscreen hit in parental CHO-K1 cells; activation, % at 3 µM; Fluo-8 calcium fluorescence; scaled to maximal ATP response, vehicle zero; actives 0.48% (n = 360,000); AID 602248; in the data active means activation above about 15%;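 further: untransfected CHO-K1 host cells lacking M1 receptor as counterscreen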
TAAR1 ag: human TAAR1 agonism. actives 0.99% (n = 360,000). activation, % at 3 µM. Q96RJ0. CHO RD-HGA16 TAAR1, Fluo-8 calcium fluorescence; vehicle wells 0%, saturating PEA agonist 100%. AID 624467;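 active means activation above the mean activation of all test compounds in the run plus 3 SD, cut at about 38% in these data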
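System: CHO RD-HGA16 cells carrying human TAAR1 plus Gα16; Incubation: 17-24 h seeding, 75 min 37 °C dye, 30 min RT; Measured by: Fluo-8 fluorescence, 5 s baseline then 140 s kinetic read; Control set: DMSO and PEA EC100; Replication: single well for each compound.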
CHRM1 antagonist: antagonists of human M1 muscarinic receptor. P11229. CHO-K1 hM1, Fluo-8 calcium fluorescence, ACh EC80 antagonist. inhibition, % at 3 µM. actives 1.3% (n = 360,000). AID 588852;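 active means percent inhibition above its own plate's cutoff, namely the mean of that plate's compound wells plus 3 SD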;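 further: peak over basal fluorescence ratio during 140 s after agonist addition; 0% = ACh EC80 plus DMSO and 100% = DMSO alone without agonist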
Target sequence (P11229 whole entry, looked up): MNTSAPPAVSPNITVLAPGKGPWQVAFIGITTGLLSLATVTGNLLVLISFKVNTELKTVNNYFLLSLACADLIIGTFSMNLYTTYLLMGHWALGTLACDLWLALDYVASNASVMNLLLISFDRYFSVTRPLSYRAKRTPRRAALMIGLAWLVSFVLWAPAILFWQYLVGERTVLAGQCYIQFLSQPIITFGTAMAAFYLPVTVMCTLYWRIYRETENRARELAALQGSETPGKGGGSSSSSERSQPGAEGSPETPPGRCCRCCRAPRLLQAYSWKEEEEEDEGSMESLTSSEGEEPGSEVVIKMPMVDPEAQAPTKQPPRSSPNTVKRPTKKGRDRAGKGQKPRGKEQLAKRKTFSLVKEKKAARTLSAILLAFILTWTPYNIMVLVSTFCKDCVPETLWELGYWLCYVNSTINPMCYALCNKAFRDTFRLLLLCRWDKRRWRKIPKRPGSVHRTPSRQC
OXTR potentiate: human OXTR potentiation | P30559 | CHO-OTR cells, Fluo-8 calcium fluorescence, potentiator mode; 0% = oxytocin EC15, 100% = EC100 | activation, % at 3 µM | actives 0.061% (n = 320,000);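 active means activation above that plate's cutoff, the mean activation of tested compounds plus 3 SD, cut at about 6.6% in these data, passing the limit was not always enough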;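 further: 100% uses oxytocin at 75 nM as the full agonist control; some results filed as inactive read as strong as hits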
Target sequence (P30559 whole entry, looked up): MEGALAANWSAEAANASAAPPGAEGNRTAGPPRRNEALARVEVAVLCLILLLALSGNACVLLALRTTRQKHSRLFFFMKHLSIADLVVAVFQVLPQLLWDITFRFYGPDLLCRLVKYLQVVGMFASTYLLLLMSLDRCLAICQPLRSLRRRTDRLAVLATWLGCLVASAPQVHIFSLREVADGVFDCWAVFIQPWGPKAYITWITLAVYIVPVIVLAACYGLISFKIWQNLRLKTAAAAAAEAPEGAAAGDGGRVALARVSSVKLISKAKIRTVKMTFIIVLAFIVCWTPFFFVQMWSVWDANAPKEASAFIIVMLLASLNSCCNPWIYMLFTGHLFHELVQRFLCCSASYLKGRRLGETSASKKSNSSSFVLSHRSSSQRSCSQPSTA
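System: human OTR in CHO cells; Also added: sub-maximal oxytocin, roughly EC15; Timing: compound 6 min at room temperature before oxytocin, 100 s read; Technique: Fluo-8 intracellular calcium fluorescence, ex 470-495, em 515-575 nm; Controls: oxytocin EC15 low and EC100 high; Replication: singlicate.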
CHO parental Ca: signal in parental CHO cells, OX1R antagonist counter-screen. parental CHO-K1, ATP-induced calcium, Fluo-8 fluorescence. actives 0.63% (n = 330,000). inhibition, % at 5.6 µM. AID 463079;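 active means inhibition above that plate's mean sample inhibition plus 3 SD, cut at about 26% in these data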;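 further: 0% = ATP-challenged DMSO wells and 100% = DMSO wells without ATP; some compounds past the cut are filed as inactive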
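Test system: untransfected parental CHO cell line; also added: ATP stimulus; dosing: 5.6 µM, single dose; signal: calcium-sensitive Fluo-8 fluorescence; measure: percent inhibition of ATP-evoked calcium rise, normalized to controls; benchmarks: low control ATP plus DMSO, high control DMSO only; replication: one well per compound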
TAAR1 antag: antagonists of human TAAR1; actives 1.5% (n = 360,000); AID 624466; Q96RJ0; inhibition, % at 3 µM; CHO RD-HGA16 TAAR1, Fluo-8 calcium fluorescence, antagonist;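 active means inhibition above a per-plate cutoff, the mean inhibition of test compounds on that plate plus 3 SD, cut at about 49% in these data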;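 further: 0% = DMSO plus EC80 beta-PEA response and 100% = DMSO alone without agonist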
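Test system – hTAAR1-expressing CHO RD-HGA16 cells, Gα16-coupled · Also added – β-PEA at EC80 concentration, post-compound challenge · Compound – 3 µM, single point · Incubation – dye loading 75 min at 37 °C, then 30 min room temperature · Measured by – Fluo-8 intracellular calcium dye fluorescence, real-time kinetic reads · Benchmarks – vehicle and agonist controls · Replicates – singlicate, one well per test compound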
CHO-K1 Ca PAM: nonselective activator or artifact in parental CHO-K1 calcium assay. actives 0.02% (n = 360,000). ATP EC20, Fluo-8 calcium fluorescence; 0% at ATP EC20, 100% at ATP max. activation, % at 3 µM. AID 602247;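 active means activation above the run cutoff, the mean activation of all test compounds plus 3 SD, cut at about 40% in these data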;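 further: peak over basal fluorescence ratio in a 140 s read after ATP addition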
CHRM1 agonist: human M1 muscarinic receptor agonism | P11229 | CHO-K1 hM1, Fluo-8 calcium fluorescence, agonist mode; 0% DMSO, 100% acetylcholine EC100 | activation, % at 3 µM | actives 0.33% (n = 360,000);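 active means activation above the run's mean compound activation plus 3 SD, cut at about 16% in these data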;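 further: peak over basal fluorescence ratio within a 140 s kinetic read after compound addition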
CHO-K1 Ca antag: M1 antagonist counterscreen hit in parental CHO-K1 cells. ATP-induced calcium, Fluo-8 fluorescence. inhibition, % at 3 µM. actives 0.6% (n = 360,000). AID 602250;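 active means inhibition above a per-plate cutoff, the plate's mean sample inhibition plus 3 SD, cut at about 24% in these data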;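 further: 0% = DMSO plus EC80 ATP and 100% = DMSO alone without ATP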
An asterisk follows results filed as active; · = no result given.

The first 2 records as a preview:
SMILES	M1 ag parental	TAAR1 ag	CHRM1 antagonist	OXTR potentiate	CHO parental Ca	TAAR1 antag	CHO-K1 Ca PAM	CHRM1 agonist	CHO-K1 Ca antag
Cc1[nH]c2ccccc2c1/C=N/NC(=O)c1ccccc1	1.1	1	-9	1	-15	-4	-9	-5	6
Cn1cc(CN2CCCC(C(=O)Nc3ccc(-c4cccc(F)c4)cc3)C2)cn1 (stereo not drawn)	12	17	9	-6	-17	10	-13	1	8

This part in full (from the top)
SMILES	M1 ag parental	TAAR1 ag	CHRM1 antagonist	OXTR potentiate	CHO parental Ca	TAAR1 antag	CHO-K1 Ca PAM	CHRM1 agonist	CHO-K1 Ca antag
Cc1[nH]c2ccccc2c1/C=N/NC(=O)c1ccccc1	1.1	1	-9	1	-15	-4	-9	-5	6
Cn1cc(CN2CCCC(C(=O)Nc3ccc(-c4cccc(F)c4)cc3)C2)cn1 (stereo not drawn)	12	17	9	-6	-17	10	-13	1	8
COc1ccccc1C(=O)NCCC(=O)NC1CCCCC1C (stereo not drawn)	1.7	1	-11	-3	-2	4	-6	1	9
O=S(=O)(NC1CC1)c1ccc(Cl)cc1	0.2	4	-11	-1	-8	8	5	-2	-6
Cc1ccc(Nc2cc(C)nc3ncnn23)c(Cl)c1	-0.7	-1	-12	-2	-4	-9	-13	5	18
CC(C)(C)c1ccc(OCCC(=O)Nc2cccc(S(=O)(=O)N3CCCCC3)c2)cc1	1.8	-1	-5	-7	8	1	20	-4	-10
O=C(Cc1cccs1)N=Nc1c(O)[nH]c2ccccc12	2.5	6	14	-2	-10	-12	9	-2	-4
O=C(OCc1ccccc1)N1CCC2CC1c1cc(N3CCN(C(=S)NCCc4ccccc4)CC3)ccc12 (stereo not drawn)	-0.1	6	18	·	·	4	5	-5	11
CSc1ccc(S(=O)(=O)NCC(=O)OCC(=O)N(Cc2ccccc2)C(C)C)cc1[N+](=O)[O-]	8.7	14	-16	-18	-11	34	-14	1	3
Cc1cccc(NC(=O)C2CC(=O)N(c3ccccc3)C2)c1C (stereo not drawn)	0.7	0	2	-11	-7	2	-3	0	7
CCNc1nc(NC(C)C)nc(N(C#N)CC(=O)OC)n1	0.5	-1	-15	-19	-4	8	1	1	-12
CC(C)CC(=O)Nc1cccc2c1C(=O)N(c1ccccc1)C2=O	0.3	-5	-7	-10	-26	-8	21	-4	-17
O=C(NCc1ccco1)C1CN(S(=O)(=O)c2ccccc2)CCN1S(=O)(=O)c1ccccc1 (stereo not drawn)	1.4	20	-10	-1	-17	1	5	-3	-12
O=S(=O)(Nc1cccc(S(=O)(=O)N2CCCCC2)c1)c1ccc(Cl)s1	1.4	2	-12	-7	-9	0	-17	-1	14
Cn1c(N)c(C(=O)COC(=O)/C=C/c2cccc(C(F)(F)F)c2)c(=O)n(C)c1=O	2.4	24	2	-11	-18	13	-14	-1	4
C=CC[C@@H](CC(=O)N[C@H](CO)Cc1ccccc1)C(=O)NC[C@@H](OC(=O)[C@@H](CC=C)Cc1ccc(F)cc1)c1ccccc1	-0.3	4	-7	-9	-22	27	14	-4	-10
Cc1ccc2c(CN3CCN(S(=O)(=O)c4ccc(Cl)cc4)CC3)cc(=O)oc2c1C	0.7	0	-9	·	·	-2	-5	-1	-7
Cc1ccc(S(=O)(=O)N2CCC(C(=O)OCC(=O)NC(C)c3ccc(F)cc3)CC2)cc1C (stereo not drawn)	2.5	3	-6	-11	-16	7	11	-6	-17
COc1ccc(NC(=O)NCCCCc2ccccc2)cc1	2.6	-1	-6	·	·	0	4	-2	-10
COc1ccc(OCCOc2ccc(S(=O)(=O)N3CCCC3)cc2C(N)=O)cc1	0.6	17	-1	-4	-5	-9	2	-6	0
COc1ccc(C)cc1S(=O)(=O)N(CC(=O)N1CCCC1)c1ccccc1	-0.5	1	-19	0	-12	-8	15	-4	-24
CS(=O)(=O)N1CCN(c2ccccc2NC(=O)c2cccc3ccccc23)CC1	3.3	11	3	-2	-10	26	16	1	1
COc1ccc(N(CC(=O)N/N=C/c2ccc(F)cc2)S(=O)(=O)c2ccccc2)cc1	-0.5	-1	-21	-22	-30	-3	8	-3	-16
COC(=O)CNC(=O)c1ccc(=O)oc1	-0.2	7	-31	1	-8	1	12	-1	-14
O=C(NC(Cc1c[nH]c2ccccc12)C(=O)N/N=C/c1cccnc1)c1cccs1 (stereo not drawn)	0.5	6	6	-6	-18	0	15	-5	0
O=C(NCc1ccco1)c1cc(Cl)nc(Cl)c1	0.0	3	-16	-12	-11	-8	12	-2	3
CCN1/C(=C/c2cc[n+](C)cc2)C=Cc2cc(C)ccc21	0.1	4	-5	-1	25	-1	17	-14	0
Cc1ccc(CN(CC(=O)NCCc2ccccc2)C(=O)c2csnn2)cc1	0.2	0	-7	-10	-17	1	-21	-2	-4
O=C(c1cc([N+](=O)[O-])ccc1Cl)N1CCN(Cc2ccccc2)CC1	-0.3	3	-6	-13	-14	-9	10	-6	-6
COc1ccccc1C(=O)COC(=O)CNS(=O)(=O)c1ccc(C)cc1	1.7	-1	3	-5	-1	0	8	-4	-11
CN(C)C(=O)Nc1ccccc1CC[N+](=O)[O-]	-0.1	1	-4	2	-6	12	18	-4	-8
O=C(CN1CCN(Cc2cccc(Cl)c2)C1=O)NCC1CCCO1 (stereo not drawn)	0.2	2	-8	-2	-6	-14	29	-2	-15
COc1ccc(C2CC(C(F)(F)F)n3ncc(C(=O)Nc4c(C)n(C)n(-c5ccccc5)c4=O)c3N2)cc1 (stereo not drawn)	-1.2	-4	16	1	-26	-2	-5	-9	7
O=C(NCCc1c[nH]c2ccccc12)c1ccc([N+](=O)[O-])cc1	2.3	2	4	-7	2	12	9	-13	-3
COc1ccccc1/C=C(\C#N)C(=O)Nc1ccc(S(N)(=O)=O)cc1	0.2	0	0	-18	3	3	12	-6	-1
NC(=O)NNC1=Nc2cccc3cccc1c23	0.7	0	1	-3	-7	17	27	-2	-19
Cc1ccc(C(CNC(=O)Nc2ccccc2)N2CCN(C)CC2)cc1 (stereo not drawn)	0.1	4	6	-7	-22	-26	-9	-3	-1
CN1C(=O)NC(=O)C1c1ccccc1 (stereo not drawn)	0.1	2	5	·	·	-2	-5	-2	2
Cc1ccc(C(=O)N2CCC3(CC2)NCCc2[nH]cnc23)cc1	-0.4	0	17	-2	9	0	-11	-2	5
CCNC(=O)C(Cc1ccccc1)NC(=O)OCc1ccccc1 (stereo not drawn)	1.4	3	4	-5	-19	-3	16	-3	-14
CCc1cccc(C)c1NC(=S)NCC(c1cccnc1)N1CCOCC1 (stereo not drawn)	0.3	3	-7	-2	-3	11	17	-4	-1
CC(CCl)n1c(=O)c2ccccc2n1C(=O)c1ccccc1 (stereo not drawn)	1.9	5	·	·	·	-39	-1	·	-17
CCC(=Nc1ccc(N)cc1)C1=C(O)C(C(=O)OC)C(C)(C)CC1=O (stereo not drawn)	0.2	6	4	-3	-5	-5	-9	-1	-7
COc1ccc(-c2noc(N3CCC(C(=O)Nc4cccc(OC)c4)CC3)n2)cc1	2.8	2	-9	-7	-10	35	15	1	-6
O=C(N/C(=C/c1ccco1)C(=O)N1CCOCC1)c1cccs1	0.2	4	-5	-7	-3	-10	14	-3	-11
O=[N+]([O-])c1cccc(-c2noc(COc3ccccc3)n2)c1	3.6	2	4	-13	-9	9	25	-6	-5
Nc1nc(SCC(=O)NCCc2ccccc2)[nH]c(=O)c1-c1ccccc1	·	62*	·	-5	-1	19	·	·	·
CCOC(=O)c1c(C)[nH]c(C(=O)COC(=O)c2cnc(C)cn2)c1C	0.9	15	0	-2	-10	-11	12	-1	-5
O=C(NC1(Cc2ccc(O)cc2)CCCCC1)c1ccccc1	0.5	-2	-7	-4	-9	12	-17	4	16
CCNc1ccc(P(=O)(c2ccccc2)c2ccccc2)cc1	4.1	5	19	1	-17	-12	5	-2	-1
COc1ccccc1NC(=O)C1CCCN1C(=O)NC1CCCCC1 (stereo not drawn)	11	-2	-14	-6	-8	-18	12	-5	2
CCO[C@@H]1OC(C(=O)NC2CC2)=C[C@H](c2ccccc2)[C@H]1CCCO	1.5	10	-2	-3	2	10	20	-5	-21
CCN(CC)CC(C)(C)C(=O)/C=C/c1ccc(/C=C/C(=O)C(C)(C)CN(CC)CC)cc1	0.1	7	15	·	·	13	-9	-8	25*
CCS(=O)(=O)N1Cc2ccccc2CC1C(=O)Nc1nnc(SCc2ccc(C#N)cc2)s1 (stereo not drawn)	5.2	26	20	-15	-22	68*	-9	-3	12
Cc1c(C(=N)C(C#N)C#N)c(=N)oc2c1ccc1ccccc12	0.6	0	-1	-14	3	4	-1	-4	-10
CC(C)NC(=O)c1nc2c(nnn2Cc2cccc(Cl)c2)c(=O)[nH]1	-0.1	3	1	-6	-4	-28	2	-2	1
O=C(Cc1ccccc1)c1c[nH]c(C(=O)NCc2ccncc2)c1	1.4	0	-9	-8	-14	-14	15	-3	-5
C/C(=N\NC(=S)NCc1ccccc1)c1ccc(Cl)s1	-0.1	3	4	-2	-22	-8	4	-5	-9
O=C(CCN1CCN(CCO)CC1)Nc1ccc(F)c(F)c1	0.3	1	-5	-9	-11	1	11	-2	-16
CN(CC(=O)Nc1c(Cl)cccc1Cl)C(=O)C1CC(=O)N(Cc2ccccc2)C1 (stereo not drawn)	0.8	2	3	-5	-13	-20	-11	-1	6

Remaining list, next part:
SMILES	M1 ag parental	TAAR1 ag	CHRM1 antagonist	OXTR potentiate	CHO parental Ca	TAAR1 antag	CHO-K1 Ca PAM	CHRM1 agonist	CHO-K1 Ca antag
COc1ccc(C(C)(O)c2nc(-c3cccc(F)c3)cs2)cc1 (stereo not drawn)	1.5	-1	-1	·	·	-16	1	-3	0
COc1ccccc1NC(=O)CSc1nc2ccccc2c(=O)n1CC1CCCO1 (stereo not drawn)	0.3	4	1	-7	-10	-10	-9	-4	-13
O=C(Nc1ccc2oc(-c3cccnc3)nc2c1)c1ccc(Br)o1	0.8	20	-2	-4	-7	52*	13	-3	-10
O=C(NCC(c1ccco1)N1CCc2ccccc21)c1cccc([N+](=O)[O-])c1 (stereo not drawn)	0.0	2	0	-9	-27	27	21	-7	1

TAAR1 antag: hit marks shown above.
Compound	CHRM1 antagonist	OXTR potentiate	TAAR1 antag	CHRM1 agonist
CCS(=O)(=O)N1Cc2ccccc2CC1C(=O)Nc1nnc(SCc2ccc(C#N)cc2)s1 (stereo not drawn)	20	-15	68*	-3
O=C(Nc1ccc2oc(-c3cccnc3)nc2c1)c1ccc(Br)o1	-2	-4	52*	-3
